Screening results: PubChem, several laboratories
HTR2A ag = activates the mouse 5-HT2A serotonin receptor. CHO-K1 mHTR2A beta-arrestin complementation, luminescence; percent of 30 µM serotonin response. activation, % at 7.6 µM. 360,000 compounds, 0.66% hits. AID 624169;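 active = activation above a run cutoff, the mean activation of all tested compounds plus 3 SD, cut at about 14% in these data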;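 also: 0% = plate median of compound wells and 100% = 30 µM serotonin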
Target sequence (P35363 whole entry, looked up): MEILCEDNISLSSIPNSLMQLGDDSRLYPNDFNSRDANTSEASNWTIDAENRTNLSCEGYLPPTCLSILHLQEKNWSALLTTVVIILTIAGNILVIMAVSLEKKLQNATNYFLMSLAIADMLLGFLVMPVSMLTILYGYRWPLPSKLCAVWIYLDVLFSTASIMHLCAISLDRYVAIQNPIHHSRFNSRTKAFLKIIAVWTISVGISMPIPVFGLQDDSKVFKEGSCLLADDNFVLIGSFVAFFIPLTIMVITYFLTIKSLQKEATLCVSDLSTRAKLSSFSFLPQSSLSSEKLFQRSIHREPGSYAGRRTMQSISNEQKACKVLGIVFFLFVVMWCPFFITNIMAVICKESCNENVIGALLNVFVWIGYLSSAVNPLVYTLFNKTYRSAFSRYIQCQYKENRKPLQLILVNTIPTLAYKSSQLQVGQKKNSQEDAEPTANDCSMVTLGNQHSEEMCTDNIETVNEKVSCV
PDI turbidity = blocks human protein disulfide isomerase activity. P07237. PDI insulin aggregation turbidity, A650, 90 min. inhibition, % at 10 µM. 350,000 compounds, 0.052% hits. AID 588391;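 active = mean inhibition across replicates of 30% or more, whatever share of single replicates reach that level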;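 also: absorbance from insulin aggregation driven by PDI reduction with DTT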
Target sequence (P07237 whole entry, looked up): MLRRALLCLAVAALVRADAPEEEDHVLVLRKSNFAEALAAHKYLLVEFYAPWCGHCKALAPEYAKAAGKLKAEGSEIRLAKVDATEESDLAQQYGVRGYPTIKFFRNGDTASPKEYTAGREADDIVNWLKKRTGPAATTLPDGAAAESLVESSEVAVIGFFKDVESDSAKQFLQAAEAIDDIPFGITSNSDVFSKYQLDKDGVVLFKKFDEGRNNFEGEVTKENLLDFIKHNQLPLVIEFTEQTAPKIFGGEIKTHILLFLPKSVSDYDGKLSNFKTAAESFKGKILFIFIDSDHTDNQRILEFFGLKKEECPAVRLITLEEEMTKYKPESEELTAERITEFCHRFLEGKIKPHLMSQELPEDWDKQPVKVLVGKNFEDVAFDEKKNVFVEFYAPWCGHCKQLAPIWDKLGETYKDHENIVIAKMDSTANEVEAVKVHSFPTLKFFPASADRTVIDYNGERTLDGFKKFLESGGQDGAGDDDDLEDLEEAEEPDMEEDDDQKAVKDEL
aDG glyco up = alpha-DG glycosylation activation. Pro5-aDG cells, alpha-DG glycosylation AlphaScreen (IIH6); 0% Pro5, 100% B10-LARGE cell signal. activation, % at 10 µM. 360,000 compounds, 0.22% hits. AID 624168;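 active = activation of at least 8% versus controls, or a plate z-score of at least 8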;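 also: Pro5 are CHO cells carrying HIG-tagged alpha-DG that lacks glycosylation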
CaV13 ICDI inh = Disruptors of the CACNA1D IQ motif to Ca2+-dependent inactivation inhibitor domain association, primary screening, Förster resonance energy transfer in intact living …. HEK cells, CFP/YFP FRET ICDI-IQ, plate reader, 10 min; percent FRET-ratio fall versus neutral wells. inhibition, % at 12.3 µM. 340,000 compounds, 0.098% hits. AID 743397;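 active = mean replicate inhibition of at least 30% and at least 1% of replicates passing that level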;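 also: 0% = median of the neutral control wells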
ABCB6 inh 2 = blocks the human ABCB6 transporter | fluorescence ratio to DMSO, % at 10 µM | 360,000 compounds, 0.19% hits | K562-ABCB6 porphyrin accumulation, flow cytometry, 1 h; active compounds read low;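 active = fluorescence ratio to DMSO below 75%, the collection mean minus 3 SD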;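 also: signal is porphyrin accumulated inside mitochondria; 100% equals median channel fluorescence of DMSO control wells; lower ratio means ABCB6 inhibition with less porphyrin fluorescence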
Vif imaging = blocks HIV Vif function; HEK293T cells, Vif self-association by quenched fluorescence, imaging, 24 h; AID 602346; inhibition, % at 7.49 µM; 340,000 compounds, 0.35% hits; in the data active = inhibition above about 50%, passing the limit was not always enough; also: some results filed as inactive read as strong as hits
Glyco luc inh = blocks N-linked glycosylation in D54 reporter cells; D54 ERlucT glycosylation luciferase reporter, 24 h; percent of 100 nM tunicamycin response; reporter increase, % at 12.5 µM; 360,000 compounds, 0.23% hits;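 active = mean luciferase reporter signal, scaled so untreated is 0 and the glycosylation-blocking control 100, at or above a set limit in every replicate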;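 also: luciferase carries N-glycosylation sites so blocking glycosylation raises the light; 0% = median of neutral control wells and 100% = median of 100 nM tunicamycin wells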
MC4R ag barr = human MC4R agonism via beta-arrestin | U2OS MC4R beta-arrestin complementation, luminescence; percent of melanotan II response, DMSO zero | P32245 | activation, % at 8.9 µM | 360,000 compounds, 0.98% hits;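 active = activation above a per-plate cutoff, the mean activation of sample wells on that plate plus 3 SD, cut at about 8% in these data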
MC4R antag cAMP = human MC4R antagonism in cAMP assay; AID 540295; MC4R-expressing cells, MTII-stimulated cAMP, LANCE TR-FRET; 360,000 compounds, 0.48% hits; inhibition, % at 6.5 µM; P32245;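 active = inhibition above its plate's cutoff, the mean of tested wells on that plate plus 3 SD, cut at about 29% in these data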;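 also: 0% = Melanotan II alone and 100% = Melanotan II plus saturating MCL0020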
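System – human MC4R-expressing U2OS cells · Also added – Melanotan II · Dosing – one concentration, 6.5 µM nominal · Timing – 30-min compound, 1-h challenge, 1-h detection, room temperature · Measured by – Eu-cAMP/anti-cAMP TR-FRET, emission 671 nm · Replicates – singlicate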
H9c2 protect = protects H9c2 cardiomyocytes from peroxide injury; H2O2 injury protection, ATPLite, 2 h; protection from H2O2 cell death, % at 20 µM; 360,000 compounds, 0.63% hits;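 active = compounds giving at least 50% protection of heart cells from peroxide-induced death in the single-dose screen, raw or plate-pattern-corrected value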;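 also: 0% = DMSO wells with peroxide and 100% = DMSO wells without peroxide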
* hit, by the source's call; i = inactive; . = no result given.

(1) CCCCn1c(SCC(=O)NCc2ccco2)nnc1-c1ccco1
(2) CC1CN(S(=O)(=O)c2ccc(C(=O)Nc3nnc(-c4ccco4)o3)cc2)CC(C)O1 (configuration not stated)
(3) O=C(COc1ccc(-c2nnco2)cc1)Nc1ccc(C(F)(F)F)cc1
(4) Cc1cc2nc3c(c(C(F)(F)F)n2n1)CCCC3
(5) COc1ccccc1NC(=O)c1c[nH]c2ccccc12
(6) CCC(C)Sc1ccc([C@H]2N[C@@](Cc3ccccc3)(C(=O)OC)[C@H]3C(=O)N(CC)C(=O)[C@@H]23)cc1 (some centres not stated)
(7) CCN1CCN(c2ccc(NC(=O)c3cccc(OCc4ccccc4)c3)cc2)CC1
(8) COc1ccc(S(=O)(=O)N2CCC(O)(c3cccnc3)CC2)cc1OC

assay / compound	1	2	3	4	5	6	7	8
HTR2A ag	0	6	-9	3	5	-1	-4	1
PDI turbidity	-2	5	1	-4	-9	-22	6	-3
aDG glyco up	0.3	0.6	0.0	0.2	0.0	0.5	-0.4	-0.3
CaV13 ICDI inh	-4	-3	-6	-6	-13	-11	-4	-5
ABCB6 inh 2	99	104	105	101	101	97	97	95
Vif imaging	-6	-3	0	.	-13	6	-4	7
Glyco luc inh	1	3	-2	-1	1	-6	-5	2
MC4R ag barr	-0.9	-2.5	0.3	0.7	-1.1	1.6	6.4	-3.0
MC4R antag cAMP	2	5	0	8	1	10	3	-7
H9c2 protect	-6	11	-5	-3	-1	12	-9	-7

(9) Nc1cccc(-c2cnc3ccccc3n2)c1
(10) CCCCC(=O)NS(=O)(=O)c1ccc(NS(C)(=O)=O)cc1
(11) Cc1ccc(C2CC2c2n[nH]c(=S)n2-c2cccc(Cl)c2)cc1 (configuration not stated)
(12) NNc1nc(-c2ccccc2)c2cc(Cl)ccc2n1
(13) COc1ccc(-n2c(SCC(=O)Nc3ccc4c(c3)OCO4)nc3ccccc3c2=O)cc1
(14) Cc1ccc(C)c(N(CC(=O)N2CCc3ccccc3C2)S(C)(=O)=O)c1
(15) COc1ccc2nc(C)cc(N3CCOCC3)c2c1
(16) Oc1ccc2ccccc2c1Br

assay / compound	9	10	11	12	13	14	15	16
HTR2A ag	2	6	2	-5	-6	0	-2	2
PDI turbidity	-1	9	3	1	0	-1	-3	24
aDG glyco up	-0.1	0.0	0.1	0.1	0.2	0.0	0.0	0.0
CaV13 ICDI inh	0	-5	-6	-2	-9	-19	-4	-5
ABCB6 inh 2	105	98	97	95	105	102	88	96
Vif imaging	-3	6	0	-1	38	-8	-6	-7
Glyco luc inh	-4	2	2	0	-5	-1	-2	-1
MC4R ag barr	0.8	-1.1	0.6	0.5	2.6	2.7	-2.0	-0.1
MC4R antag cAMP	11	-1	-3	-5	-2	4	0	-2
H9c2 protect	-7	0	-1	13	-4	6	-2	-9

(17) COc1ccc(C)cc1S(=O)(=O)NCC(c1ccc2c(c1)OCO2)N1CCOCC1 (configuration not stated)
(18) Cc1c(C(=O)Nc2ccc3c(c2)OCO3)sc2nc(-c3ccccc3)cn12
(19) Cc1ncc([N+](=O)[O-])n1CC(O)CCl (configuration not stated)
(20) Cn1cnnc1SCc1ccccc1
(21) CC(=O)N1CCN(CC(O)COc2ccc(S(=O)(=O)N3CCOCC3)cc2)CC1 (configuration not stated)
(22) Cc1cc(C(F)(F)F)nc(SCCN2CCCCC2)c1C#N
(23) CCSc1nc2ccccc2n1Cc1ccccc1F
(24) CC(C)(C)C(=O)Nc1cc(NC(=O)C(C)(C)C)cc(C(=O)NNC(=O)c2ccncc2)c1

assay / compound	17	18	19	20	21	22	23	24
HTR2A ag	-1	-5	-1	3	3	-6	-4	0
PDI turbidity	9	-3	0	-5	-7	-6	-17	1
aDG glyco up	-0.1	0.4	-0.4	-0.1	-0.2	0.0	0.1	0.0
CaV13 ICDI inh	-6	-5	-4	.	-16	-22	-5	-2
ABCB6 inh 2	100	91	100	98	98	103	86	95
Vif imaging	-1	-8	-3	.	3	-2	16	-3
Glyco luc inh	-2	-2	0	0	-2	0	1	0
MC4R ag barr	-1.6	4.0	0.2	0.9	-1.0	1.7	-2.5	0.8
MC4R antag cAMP	12	5	5	5	4	2	-1	6
H9c2 protect	-6	-12	3	4	1	-7	-3	-1

(25) CCC(=O)NC(c1ccc(C)cc1)c1ccc2cccnc2c1O (configuration not stated)
(26) CC[n+]1ccccc1/C=C1\Sc2ccc(C)cc2N1C
(27) CC(C)(C)c1ccc(C(=O)NCc2nnc(SCC(=O)NCC3CCCO3)o2)cc1 (configuration not stated)
(28) CCO[C@@H]1OC(C(=O)NC2CC2)=C[C@H](C)[C@H]1CCCO
(29) Cc1ccc(CNC(=O)Nc2ccc(Cl)cc2)cc1
(30) CCOc1ccc(CCN2C(=O)C(=O)N([C@@H](Cc3ccc(O)cc3)CN3CCC[C@@H]3CN3C(=O)C(=O)NC[C@@H]3Cc3ccccc3)C[C@@H]2Cc2ccccc2)cc1
(31) COC(=O)Cc1[nH]n(-c2nc3ccccc3s2)c(=O)c1C(C)=O
(32) COc1ccc(N(CC(=O)Nc2cccc(C(C)=O)c2)S(C)(=O)=O)cc1OC

assay / compound	25	26	27	28	29	30	31	32
HTR2A ag	-8	-5	5	1	-5	1	1	-4
PDI turbidity	0	15	0	-6	6	-5	3	2
aDG glyco up	-0.4	-0.1	-0.4	0.0	0.1	-0.3	0.4	0.1
CaV13 ICDI inh	-6	-30	-5	-4	.	-8	-5	.
ABCB6 inh 2	98	460	92	97	99	94	101	106
Vif imaging	13	i	-4	3	-8	-3	-18	-2
Glyco luc inh	-10	10	2	0	1	2	0	0
MC4R ag barr	-2.6	-1.5	1.1	0.2	6.1	0.8	2.0	-0.3
MC4R antag cAMP	19	-4	0	0	0	-5	7	7
H9c2 protect	45	-16	-1	8	-3	23	-8	3

(33) CC(C)c1ccc(/C=C/C(=O)Nc2nncs2)cc1
(34) Cc1ccnc(NC(c2ccncc2)c2c(C)[nH]c3ccccc23)c1 (configuration not stated)
(35) CCCc1nc2oc3c(NCCN4CCOCC4)ncnc3c2c2c1CCCC2
(36) CCCCOc1ccc(N(CC(=O)NC(C)C)C(=O)CCC(=O)Nc2ccccn2)cc1
(37) COc1ccc(S(=O)(=O)N2CCCCCC2)cc1C(=O)NCCc1ccc(F)cc1
(38) O=C(/C=C/c1cccc(F)c1)Nc1cc(S(=O)(=O)N2CCOCC2)ccc1Cl
(39) Cc1ccc(S(=O)(=O)N2CCOCC2)cc1C(=O)N1CCN(S(=O)(=O)c2cccc(F)c2)CC1
(40) CSc1ccc(CN(C)Cc2nc3cc(C(F)(F)F)ccc3c(=O)[nH]2)cc1

assay / compound	33	34	35	36	37	38	39	40
HTR2A ag	-1	-1	0	-1	-3	9	14	0
PDI turbidity	0	4	-4	12	2	10	11	2
aDG glyco up	0.1	-0.2	-0.2	0.2	1.5	0.0	-0.3	0.2
CaV13 ICDI inh	-14	-3	-5	-7	-3	-7	-7	9
ABCB6 inh 2	93	100	104	101	102	96	101	93
Vif imaging	0	-9	2	12	-3	0	23	0
Glyco luc inh	-15	2	2	2	-4	-4	0	0
MC4R ag barr	3.1	-1.4	-1.4	-1.9	-1.3	-2.3	-0.5	8.1
MC4R antag cAMP	-3	2	1	5	3	-1	14	3
H9c2 protect	-11	8	6	6	-2	0	2	-11

Three compounds picked at random from those above:
(39) Cc1ccc(S(=O)(=O)N2CCOCC2)cc1C(=O)N1CCN(S(=O)(=O)c2cccc(F)c2)CC1
(35) CCCc1nc2oc3c(NCCN4CCOCC4)ncnc3c2c2c1CCCC2
(36) CCCCOc1ccc(N(CC(=O)NC(C)C)C(=O)CCC(=O)Nc2ccccn2)cc1

assay / compound	39	35	36
HTR2A ag	14	0	-1
PDI turbidity	11	-4	12
aDG glyco up	-0.3	-0.2	0.2
CaV13 ICDI inh	-7	-5	-7
ABCB6 inh 2	101	104	101
Vif imaging	23	2	12
Glyco luc inh	0	2	2
MC4R ag barr	-0.5	-1.4	-1.9
MC4R antag cAMP	14	1	5
H9c2 protect	2	6	6

Continued.
(41) O=[N+]([O-])c1cc(C(F)(F)F)ccc1N1CCCNCC1
(42) CC(=O)c1ccccc1N(C(=O)c1ccco1)C(C(=O)NC1CCCC1)c1ccc(C)cc1 (configuration not stated)
(43) O=C(Nc1ccc(F)cc1F)N1CCCN(c2ccc([N+](=O)[O-])cn2)CC1
(44) COc1ccc(NC(=O)Cn2ccc3c(OC)cccc3c2=O)cc1
(45) CC1CC1C(=O)OCC(=O)NC(=O)NC12CC3CC(CC(C3)C1)C2 (configuration not stated)
(46) CCc1ccc(/C=C2/C(=O)NC(=O)N2C(C)=O)cc1
(47) COc1ccccc1NC(=O)CCSCCC(=O)Nc1ccccc1OC
(48) CCC1SC(=NC(=O)c2ccc(Cl)c(Cl)c2)NC1=O (configuration not stated)
(49) O=C(NC1CCCCC1)C1CCN(C(=O)c2ccc(Cl)cc2)CC1

assay / compound	41	42	43	44	45	46	47	48	49
HTR2A ag	-2	3	7	0	4	5	0	2	4
PDI turbidity	4	6	-9	5	-5	-7	12	-5	-1
aDG glyco up	0.0	0.2	-0.1	-0.1	-0.3	0.0	0.0	0.3	0.1
CaV13 ICDI inh	10	-3	-3	-5	7	-18	-4	-4	-4
ABCB6 inh 2	100	98	98	93	94	97	97	101	101
Vif imaging	1	17	-8	-5	-3	-31	3	7	6
Glyco luc inh	1	-1	-1	2	-1	1	4	0	4
MC4R ag barr	-2.6	1.2	0.2	1.4	2.8	0.4	-1.5	3.0	-0.7
MC4R antag cAMP	5	6	0	0	-5	-8	3	15	4
H9c2 protect	-6	5	4	12	-12	-14	10	-10	12
